# bCat KO growth: beta-catenin-lacking colon tumor cell growth suppression. HCT116 beta-catenin knockout viability, CellTiter-Glo, 60 h; hits give low values. viability, % at 10 µM. 1.5% of 140,000 active;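 active = viability at or under a set limit, the compound median less 4 SD, cut at about 6% in these data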;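 also: 0% = Hyamine 1622 control at 20 µM and 100% = untreated cell control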
# Phagocyt inh: macrophage phagocytosis inhibition. inhibition, % at 5 µM. 0.07% of 110,000 active. J774A.1 macrophage IgG-bead phagocytosis, imaging;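 active = inhibition above the mean of the plate negative controls plus 5 SD, cut at about 13% in these data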;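 also: phagocytic index as fraction of beads internalized from green versus red external bead signal; plate controls were DMSO negative control for no effect and cytochalasin-D positive control for full effect; some results beyond the cut were filed as inactive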
# BB579 growth dn: reduces growth of yeast BB579 in restrictive medium; S. cerevisiae BB579 growth, OD615, 48 h; 0.51% of 140,000 active; inhibition, % at 10 µM; AID 804;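 active = inhibition above a set limit, 3 SD over the mean compound inhibition, cut at about 44% in these data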; also: inactives centre near -24
#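 Assay system: S. cerevisiae DeaD strain BB579 yeast. Medium: CSMM-D restrictive synthetic medium containing dextrose (glucose). Times: 4 h cell preincubation, 48 h compound exposure, 30 °C humidified. Signal: OD615 turbidity measurement. Benchmarks: positive control amphotericin B 10 µg/mL.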
# Measles CPE: protection of cells from measles virus; Measles virus-infected cells, CPE protection, absorbance; protection (pct of control), % at 4 µM; 1.5% of 140,000 active; AID 841; in the data active = protection mostly above about 24%, no sharp cut-off; inactive = mostly below about 26%; also: some compounds called inactive have numbers as strong as hits
# NPY-Y2 antag: NPY-Y2 (human) receptor antagonism. inhibition, % at 2.7 µM. NPY-Y2 expressing cells, antagonist mode. P49146. 0.99% of 140,000 active; in the data active = inhibition above about 17%;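 also: 0% = vehicle with agonist challenge and 100% = reference antagonist with challenge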
# Target sequence (P49146 whole entry, looked up): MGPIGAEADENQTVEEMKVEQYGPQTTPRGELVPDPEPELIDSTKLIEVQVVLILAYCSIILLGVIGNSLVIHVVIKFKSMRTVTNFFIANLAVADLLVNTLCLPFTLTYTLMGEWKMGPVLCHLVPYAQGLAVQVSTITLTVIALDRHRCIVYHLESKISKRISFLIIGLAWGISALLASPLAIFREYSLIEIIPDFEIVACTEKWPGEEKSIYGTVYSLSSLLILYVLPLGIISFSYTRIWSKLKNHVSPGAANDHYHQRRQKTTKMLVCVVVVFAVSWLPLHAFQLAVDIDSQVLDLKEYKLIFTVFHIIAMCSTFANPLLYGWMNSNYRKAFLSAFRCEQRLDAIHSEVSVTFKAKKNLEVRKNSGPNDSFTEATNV
# E-sel TNF inh: TNF alpha driven E-selectin expression inhibition; HUVEC TNFa-induced E-selectin immunofluorescence, high content; inhibition, % at 2 µM; 0.71% of 120,000 active; AID 1246;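 active = inhibition above the batch mean plus 3 SD, and confirmed as a hit on visual image review, cut at about 43% in these data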;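 also: 0% = TNF-stimulated DMSO wells and 100% = unstimulated control wells; not every result past the cut was called active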
# GALR2 blocker: GALR2 (human) receptor antagonism | O43603 | GALR2-expressing cells, antagonist mode | inhibition, % at 4 µM | 0.39% of 140,000 active; in the data active = inhibition above about 27%;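 also: cells stimulated with galanin 1-16 at roughly its EC80; 0% = agonist challenge control and 100% = basal control without agonist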
# Target sequence (O43603 whole entry, looked up): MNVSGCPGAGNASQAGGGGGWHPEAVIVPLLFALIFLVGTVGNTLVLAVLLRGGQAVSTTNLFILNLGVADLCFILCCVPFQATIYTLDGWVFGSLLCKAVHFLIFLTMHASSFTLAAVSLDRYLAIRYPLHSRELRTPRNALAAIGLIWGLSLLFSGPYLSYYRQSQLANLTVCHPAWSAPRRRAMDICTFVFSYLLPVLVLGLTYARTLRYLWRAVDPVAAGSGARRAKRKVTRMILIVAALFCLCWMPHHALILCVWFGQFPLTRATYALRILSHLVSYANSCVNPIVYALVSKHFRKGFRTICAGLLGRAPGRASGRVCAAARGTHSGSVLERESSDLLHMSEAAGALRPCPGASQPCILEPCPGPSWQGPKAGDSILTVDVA
# PTEN del growth: growth suppressors of cells with PTEN tumor suppressor deletion. viability, % at 10 µM. AID 827. 1.2% of 140,000 active. HCT116 PTEN-null viability, CellTiter-Glo, 60 h; hits give low values;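 active = viability at or below a set limit, 4 SD under the median of all tested compounds, cut at about 3.7% in these data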;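 also: PTEN knockout HCT116 line with beta catenin targeted HCT116 as companion control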
# MRP-1 activ: MRP-1 activation; viability increase, % at 10 µM; 0.61% of 140,000 active; H69AR cells + doxorubicin, viability rescue, CellTiter-Glo; AID 799;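 active = viability gain under doxorubicin at or above a set limit, the compound median plus 3 SD, cut at about 4.7% in these data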;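 also: MRP-1 overexpressing cells given doxorubicin 25 µM after compound pretreatment; 18-22 h compound pretreatment then 72 h with doxorubicin before readout; 0% = doxorubicin-only wells and 100% = vehicle-treated cells without doxorubicin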
# Yeast life ext: yeast lifespan extension | 0.68% of 130,000 active | AID 775 | S. cerevisiae growth with nicotinamide, OD615; deaD strain in restrictive glucose medium | inhibition of the nicotinamide effect, % at 10 µM;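 active = inhibition above a set limit, placed 3 SD over the median of all compounds, cut at about 26% in these data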;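 also: 0% = nicotinamide-treated wells and 100% = cells grown without nicotinamide; some compounds called inactive have numbers as strong as hits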
#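 System: Modified budding yeast, DeaD strain | Buffer or medium: Restrictive glucose medium | Also added: 1.5 mM nicotinamide | Doses: 10 µM single point, 0.25% DMSO | Schedule: 48 h compound exposure at 30 °C, humidified | Detection: Absorbance at 615 nm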
# * hit, by the source's call; x = not tested or not shown.
SMILES,bCat KO growth,Phagocyt inh,BB579 growth dn,Measles CPE,NPY-Y2 antag,E-sel TNF inh,GALR2 blocker,PTEN del growth,MRP-1 activ,Yeast life ext
Cc1cc(NC(=O)c2ccc(C)s2)n(-c2ccccc2)n1,106,0,-71,7,-2,6,-7,102,0.3,-16
Cc1cccc(N2CCN(C(=O)CN3CCOc4ccccc43)CC2C)c1 (stereo unspecified),69,0,-7,6,-2,-6,1,66,-2.0,-9
CCN(c1ccccc1)S(=O)(=O)c1ccc(C(=O)Nc2nccs2)cc1,101,-2,-59,18,3,17,-6,94,0.0,-3
Cc1ccc(-c2cc(C(=O)NCCCN3CCOCC3)no2)cc1,103,-1,-28,1,2,-4,-3,99,-1.2,-10
O=C(c1cn(-c2ccccc2)nc1-c1cccs1)N1CCOCC1,81,x,-8,3,-1,-12,3,82,-0.8,-7
Cc1ccc(-n2nnc3c(=O)n(Cc4cc(C)ccc4C)cnc32)cc1,75,x,-29,2,1,26,6,80,-3.6,x
O=C(O)CCCCCN1C(=O)c2ccc(C(=O)O)cc2C1=O,104,0,-15,7,1,x,8,95,-0.7,-5
CN(C)S(=O)(=O)c1cccc(NC(=O)COC(=O)CCc2nc3ccccc3s2)c1,106,2,6,6,6,-16,5,106,-0.2,-5
COc1ccc(C2C(=O)N(CCc3ccccc3)CC(=O)N2C2CCCCC2)cc1 (stereo unspecified),79,-1,-30,48,4,1,-13,73,-1.9,2
Cc1cc(C(=O)CSc2nnnn2C)c(C)n1-c1cccc(F)c1,64,0,20,3,1,x,2,68,0.6,-12
O=C(COc1ccc(CO)cc1)Nc1ccc(F)cc1,95,0,-22,9,3,2,5,91,-3.2,-6
CC1CC(C)CN(c2ccc(C(=O)OCC(=O)NC3CCCc4ccccc43)cc2[N+](=O)[O-])C1 (stereo unspecified),83,0,-30,3,-2,-56,-12,77,-2.5,-4
Cc1c(C(=O)N(C)C)sc2nc(-c3ccccn3)[nH]c(=O)c12,80,x,-4,2,-2,10,7,67,-3.7,-7
Cc1occc1C(=O)Nc1nnc(C2CCCCC2)s1,90,x,-32,7,0,-14,-2,89,-2.1,-7
CC1=CC(C)(C)n2c(O)c(N=N)c3cc(C)cc1c32,71,-3,-14,23,11,x,-12,70,-1.4,-2
CCOC(=O)c1sc2nc(C(C)C)c3c(c2c1N)CCC3,82,-3,-8,31,-2,x,-2,86,-1.8,-5
CCCNC(=O)N1CCC(C(=O)c2ccc(F)cc2)CC1,102,x,-11,13,-2,0,-1,110,0.7,5
COC(=O)c1c(C)c(C)nc(N)c1C#N,107,0,-17,11,-3,4,-8,102,-0.8,-28
O=[N+]([O-])c1cccc(S(=O)(=O)NCCCN2CCOCC2)c1,89,-14,-26,8,1,-18,-5,92,-1.2,-1
Cc1cc(SCC(=O)Nc2ccccc2C)nc(C)n1,87,-1,-12,4,2,11,5,90,-2.5,-20

# 3 successive compounds out of the list so far, for reference:
SMILES,bCat KO growth,Phagocyt inh,BB579 growth dn,Measles CPE,NPY-Y2 antag,E-sel TNF inh,GALR2 blocker,PTEN del growth,MRP-1 activ,Yeast life ext
COC(=O)c1c(C)c(C)nc(N)c1C#N,107,0,-17,11,-3,4,-8,102,-0.8,-28
O=[N+]([O-])c1cccc(S(=O)(=O)NCCCN2CCOCC2)c1,89,-14,-26,8,1,-18,-5,92,-1.2,-1
Cc1cc(SCC(=O)Nc2ccccc2C)nc(C)n1,87,-1,-12,4,2,11,5,90,-2.5,-20

# Following part:
SMILES,bCat KO growth,Phagocyt inh,BB579 growth dn,Measles CPE,NPY-Y2 antag,E-sel TNF inh,GALR2 blocker,PTEN del growth,MRP-1 activ,Yeast life ext
CC(NC(=O)c1ccco1)C(c1cccs1)N1CCOCC1 (stereo unspecified),101,0,-27,7,2,x,7,100,-0.4,-14
CCCOc1ccc(OCCSc2ncccn2)cc1,104,0,-6,9,2,-13,0,94,2.1,-22
COc1ccc(/C=C/C(=O)N2CCN(S(=O)(=O)/C=C/c3ccccc3)CC2)cc1OC,87,-11,-35,22,5,x,-6,87,-2.1,-1
CCCOc1c(OC)cccc1C1CC(=O)Nc2cc3c(cc21)OCCO3 (stereo unspecified),11,x,-53,21,10,5,2,13,-4.4,-16
Cc1nnc(NC(=O)CSc2nc(C3CCCCC3)nc3ccccc23)s1,94,0,-73,10,1,7,2,90,-1.8,-7
Cc1ccc(C(=O)NNC(=O)c2ccco2)cc1,97,x,19,5,1,x,3,97,-0.2,1
CCOC(=O)Nc1ccc2c(c1)OCO2,92,x,-44,19,2,-20,5,96,-1.9,-29
CC/C(=N/Nc1cccc(C)c1)c1cnnc(SC)n1,62,-6,-55,5,5,2,0,63,-4.7,4
COc1cc(/C=C(\C#N)C(=O)N2CCOCC2)cc(Br)c1O,85,-3,-30,2,5,x,-7,94,-1.7,6
Cc1ccc(-n2c3c(c(=O)[nH]c2=O)C(NS(=O)(=O)c2ccc(C)cc2)(C(F)(F)F)C(=O)N3)cc1 (stereo unspecified),94,x,-6,10,0,-15,7,103,-0.1,-4
COc1cc(OC)cc(C(=O)Nc2ccc(-c3nc4ccccc4o3)cc2)c1,77,-4,-19,11,5,x,-12,69,0.4,-6
CC(Oc1ccccc1F)C(=O)NN (stereo unspecified),91,-1,-53,18,1,-18,-1,108,-2.3,5
C=CCNC(=O)CSc1nc2cc(C(=O)OCC)ccc2n1CC,84,4,6,17,0,15,-5,84,-1.8,-6
C=CCn1c(-c2cccn(Cc3ccc(Cl)cc3Cl)c2=O)n[nH]c1=S,78,x,-12,29,0,9,-12,90,-3.7,-1
COc1ccc(NC(=O)c2c(Nc3ccccc3)sc(C(=O)c3ccc(F)cc3)c2N)cc1,16,1,-97,4,-2,-20,-3,22,-2.9,2
CCCCN(CC)CCNc1c(NC2CCN(C(=O)OCC)CC2)c(=O)c1=O,97,0,-15,18,0,0,-11,92,0.7,-6
Cc1onc(-c2ccccc2)c1C(=O)NCCc1ccc(S(N)(=O)=O)cc1,104,0,-4,35,3,x,2,104,-0.5,-4
Cc1ccccc1OCC(O)Cn1c(NCc2ccco2)nc2c1c(=O)n(C)c(=O)n2C (stereo unspecified),77,-1,-59,19,4,0,3,73,-0.6,-8
CCOc1ccc(C2C(C#N)=C(C)NC3=C2C(=O)c2ccccc23)cc1 (stereo unspecified),70,0,-39,2,-3,10,-10,57,-2.4,-12
CCSc1ccccc1C(=O)Nc1nncs1,114,1,-21,5,-1,-10,-8,94,-2.9,-9

# A draw from above in order of number of heavy atoms, lowest first:
SMILES,bCat KO growth,Phagocyt inh,BB579 growth dn,Measles CPE,NPY-Y2 antag,E-sel TNF inh,GALR2 blocker,PTEN del growth,MRP-1 activ,Yeast life ext
CCOC(=O)Nc1ccc2c(c1)OCO2,92,x,-44,19,2,-20,5,96,-1.9,-29
CCSc1ccccc1C(=O)Nc1nncs1,114,1,-21,5,-1,-10,-8,94,-2.9,-9
CC/C(=N/Nc1cccc(C)c1)c1cnnc(SC)n1,62,-6,-55,5,5,2,0,63,-4.7,4
COc1cc(/C=C(\C#N)C(=O)N2CCOCC2)cc(Br)c1O,85,-3,-30,2,5,x,-7,94,-1.7,6
C=CCNC(=O)CSc1nc2cc(C(=O)OCC)ccc2n1CC,84,4,6,17,0,15,-5,84,-1.8,-6
CCCCN(CC)CCNc1c(NC2CCN(C(=O)OCC)CC2)c(=O)c1=O,97,0,-15,18,0,0,-11,92,0.7,-6
COc1ccc(NC(=O)c2c(Nc3ccccc3)sc(C(=O)c3ccc(F)cc3)c2N)cc1,16,1,-97,4,-2,-20,-3,22,-2.9,2

# Continuation:
SMILES,bCat KO growth,Phagocyt inh,BB579 growth dn,Measles CPE,NPY-Y2 antag,E-sel TNF inh,GALR2 blocker,PTEN del growth,MRP-1 activ,Yeast life ext
CCn1c(=O)cc(OCC(=O)NCCCN2CCC(C)CC2)c2ccccc21,76,1,-90,5,2,8,-3,75,-1.4,1
COc1ccc(C(=O)CCC(=O)O)cc1,101,0,10,16,9,x,4,103,0.2,-11
C=CCC1c2cccc(C(=O)O)c2C(=O)N1c1ccc(F)cc1 (stereo unspecified),91,-2,10,22,2,2,2,89,-0.8,39
CCOc1ccc2oc(-c3ccccc3)c(C(=O)N3CCN(C)CC3)c2c1,77,0,-23,4,9,-7,4,67,-4.7,20
COc1ccc(C(=O)c2c[nH]c(C(=O)NCc3ccco3)c2)cc1,93,0,-25,3,4,-3,-1,98,-3.0,-10
O=C(C1Cc2ccccc2O1)N1CCCCC1 (stereo unspecified),92,0,-30,13,2,x,9,103,-0.6,-1
COc1cccc(OCC(O)CN2CCOCC2)c1 (stereo unspecified),102,0,2,21,2,-6,5,93,-1.2,-9
NC(=O)C1(N2CCCCC2)CCN(C(=O)c2ccc(C#Cc3ccccc3)o2)CC1,75,x,6,14,1,-23,2,66,-3.2,-7
Cc1ccc(NC(=O)CSc2nnc(Cn3cnc4ccccc43)o2)c(C)c1,101,x,-24,33,-1,11,8,108,-0.9,-6
N#CCSc1nc(-c2ccccc2)c2cc(Cl)ccc2n1,59,-17,-14,10,5,7,7,59,-1.4,5
O=C1c2cnccc2CN1Cc1ccccc1,99,-2,-35,20,-2,8,13,95,1.4,-5
CCC(Oc1ccccc1)C(=O)Nc1ccc(S(=O)(=O)NCC2CCCO2)cc1 (stereo unspecified),67,-1,-3,9,-1,2,-6,79,-0.4,-8
COc1ccc(N2C(=O)C(Cl)=C(Nc3c(C)n(C)n(-c4ccccc4)c3=O)C2=O)cc1,98,-1,-53,7,0,3,-1,94,-4.1,-7
CCCc1cc(=O)[nH]c(SCc2ccccc2Cl)n1,94,-1,-87,7,5,32,3,102,-0.8,-1
O=C(CCl)Nc1nc(-c2ccco2)c(-c2ccco2)s1,92,-1,39,5,-3,24,10,79,-4.8,-4
Cc1ccc(C(=O)C2=C(O)C(=O)N(CCCn3ccnc3)C2c2ccc(OC(C)C)cc2)o1 (stereo unspecified),89,2,-3,22,0,-5,-4,87,-3.0,-12
O=C(O)c1ccc(CSc2nc(-c3ccccc3)cc(C(F)(F)F)n2)cc1,94,x,-48,34*,1,x,-2,88,-0.9,5
COc1cccc(/C=N/n2c(=O)[nH]c3ccccc32)c1OC,104,-6,-11,3,1,-4,0,97,0.0,-6
CCOC(=O)c1cc(-c2ccc(N3CCOCC3)cc2)nn1-c1ccc(F)cc1F,75,0,-26,10,3,-1,1,76,-1.6,-1
Cc1n[nH]c(C)c1N=Nc1cc(Cl)ccc1Cl,104,x,-53,24,1,6,-9,84,-2.4,-14

# Screening results from PubChem BioAssay.
